SENP1 inh – human SENP1 catalytic domain inhibitors, primary screen, biochemical, FRET, uHTS. recombinant SENP1 catalytic domain, CyPet-SUMO1-YPet FRET cleavage. inhibition, % at 10 µM. 360,000 compounds, 0.21% hits. AID 624204, 2012;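 active = inhibition at least 30% at 10 µM, raw YFP signal under a set limit, fluorescence ratio 0.5 to 1.5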;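 note: 0% = enzyme with DMSO and 100% = no enzyme wells; some results filed as inactive read as strong as hits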
Target sequence (Q9P0U3 419-644 limits assumed): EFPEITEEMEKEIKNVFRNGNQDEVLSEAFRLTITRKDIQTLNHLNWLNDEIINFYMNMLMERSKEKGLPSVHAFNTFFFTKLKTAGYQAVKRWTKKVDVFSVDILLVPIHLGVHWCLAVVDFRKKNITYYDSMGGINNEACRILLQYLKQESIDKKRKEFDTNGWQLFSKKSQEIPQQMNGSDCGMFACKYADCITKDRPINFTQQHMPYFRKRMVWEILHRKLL
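System: Recombinant human SENP1 catalytic domain, His6-tagged | Incubation: Enzyme reaction for 50 min at room temperature, dark | Medium: Tris pH 8 with BME, BSA, NP40 and catalase | Also added: 25 nM SUMO1 FRET substrate | Compound: 10 µM single point, 0.5% DMSO | Measured by: FRET fluorescence in CFP and YFP emission channels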
SENP7 block – SENP7 protease inhibitors, primary screen, biochemical, luminescence, uHTS | Sentrin-specific protease 7 (Homo sapiens), Q9BQF6 | recombinant SENP7, Z-RLRGG-aminoluciferin luminescence, 40 min | inhibition, % at 5 µM | 330,000 compounds, 1.5% hits;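 active = inhibition above about 50% at the single test dose, limit read from the data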;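 note: plate controls were DMSO with enzyme for no effect and no enzyme buffer wells for full effect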
Target sequence (Q9BQF6 706-1050 limits assumed): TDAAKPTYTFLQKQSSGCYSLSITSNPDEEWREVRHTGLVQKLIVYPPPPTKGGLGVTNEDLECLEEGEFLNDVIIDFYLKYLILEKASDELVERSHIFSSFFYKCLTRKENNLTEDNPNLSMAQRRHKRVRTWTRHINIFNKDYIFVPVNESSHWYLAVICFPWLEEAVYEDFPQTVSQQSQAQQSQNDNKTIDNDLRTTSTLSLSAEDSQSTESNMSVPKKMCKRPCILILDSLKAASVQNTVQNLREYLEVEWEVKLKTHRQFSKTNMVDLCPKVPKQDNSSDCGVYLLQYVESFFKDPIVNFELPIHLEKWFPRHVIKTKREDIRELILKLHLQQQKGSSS
Apaf-1 inh – inhibitors of human Apaf-1 apoptosome, primary screen, biochemical, DEVD-Rh110 fluorescence, uHTS; inhibition, % at 20 µM; Apoptotic protease-activating factor 1 (Homo sapiens), O14727; 330,000 compounds, 0.71% hits; reconstituted apoptosome caspase-3 activity; active = inhibition of at least 40% at 20 µM;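 note: plate controls were DMSO wells for no effect and DEVD-CHO caspase inhibitor wells for full effect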
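Material: cell-free apoptosome with Apaf-1, procaspase-3 and caspase-9; Buffer or medium: Hepes pH 7.5 with detergent and BSA; Reagent: cytochrome c trigger plus (Z-DEVD)2-Rh110 caspase-3 substrate; Times: compound with Apaf-1, dATP, procaspase-3 30 min, then 50 min reaction, room temperature; Technique: Rh110 fluorescence intensity.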
SENP8 block-1 – human SENP8 protease inhibitors, primary screen, biochemical, fluorescence, Nedd8 protein substrate, uHTS | Sentrin-specific protease 8 (Homo sapiens), Q96LD8 | recombinant SENP8 | inhibition, % at 20 µM | 360,000 compounds, 0.64% hits | AID 602440, 2012; in the data active = inhibition mostly above about 40%, no sharp cut-off; inactive = mostly below about 27%
Target sequence (Q96LD8 whole entry, looked up): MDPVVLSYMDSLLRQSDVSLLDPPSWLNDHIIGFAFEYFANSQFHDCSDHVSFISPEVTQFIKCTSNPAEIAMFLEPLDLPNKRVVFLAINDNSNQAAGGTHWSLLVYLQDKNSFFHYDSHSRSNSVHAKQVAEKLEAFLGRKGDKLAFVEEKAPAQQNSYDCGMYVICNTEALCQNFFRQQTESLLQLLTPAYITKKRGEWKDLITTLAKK
UBC13 inh – UBC13 polyubiquitin chain formation inhibitors, primary screen, biochemical, TR-FRET, uHTS | Ubiquitin-conjugating enzyme E2 N (Homo sapiens), P61088 | inhibition, % at 20 µM | 330,000 compounds, 0.47% hits; in the data active = inhibition above about 45%, passing the limit was not always enough
Target sequence (P61088 whole entry, looked up): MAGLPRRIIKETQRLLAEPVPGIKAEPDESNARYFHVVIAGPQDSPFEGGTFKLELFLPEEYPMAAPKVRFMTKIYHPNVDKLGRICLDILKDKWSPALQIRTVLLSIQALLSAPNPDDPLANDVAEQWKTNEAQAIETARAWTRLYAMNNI
SENP8 block-2 – SENP8 protease inhibitors, primary screen, biochemical, luminescence | Sentrin-specific protease 8 (Homo sapiens), Q96LD8 | purified SENP8, Z-RLRGG-aminoluciferin cleavage | inhibition, % at 10 µM | 330,000 compounds, 1.2% hits | AID 2540, 2010; in the data active = inhibition above about 50%
A3G deaminase – APOBEC3G DNA deaminase inhibitors, primary screen, biochemical, fluorescence, single-stranded DNA substrate, uHTS; recombinant A3G, ssDNA deamination FAM/TAMRA fluorescence; DNA dC->dU-editing enzyme APOBEC-3G (Homo sapiens), Q9HC16; inhibition, % at 20 µM; 330,000 compounds, 0.28% hits;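 active = inhibition of at least 40% at 20 µM, with no more than 30% in the related APOBEC3A deaminase screen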;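 note: plate controls were DMSO wells with A3G for no effect and wells lacking A3G enzyme for full effect; some compounds called inactive have numbers as strong as hits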
SENP6 block – SENP6 protease inhibitors, primary screen, biochemical, luminescence, uHTS. Recombinant SENP6 catalytic domain, aminoluciferin luminescence. Sentrin-specific protease 6 (Homo sapiens), Q9GZR1. inhibition, % at 10 µM. 330,000 compounds, 1.8% hits;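 active = inhibition above about 50% at the single tested dose, limit read from the data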;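 note: plate controls were DMSO wells with enzyme for no effect and DMSO wells lacking enzyme for full effect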
The depositor's hits bear a star; nt = no result given. This is a random part of the collection (roughly 3.6% active in at least one column).

SMILES	SENP1 inh	SENP7 block	Apaf-1 inh	SENP8 block-1	UBC13 inh	SENP8 block-2	A3G deaminase	SENP6 block
CN1CCN(C(=O)CN(Cc2ccccc2)S(C)(=O)=O)CC1	3	-3	-10	4	-8	-11	-2	-19
C=CCNCC(=O)N1N=C(c2ccc3ccccc3c2)CC1c1ccc(OC)cc1 (stereo unspecified)	3	0	8	-83	25	0	-9	-15
CC1CCC(C(C)C)C(OC(=O)COC(=O)c2ccc(N)cc2)C1 (stereo unspecified)	2	8	1	5	8	9	-3	3
Cc1c(Cl)cccc1NC(=O)NCc1ccncc1	1	6	-17	-71	9	-5	-6	2
Cc1nnc(N2CCCC(C(=O)NCc3ccc(OC(C)C)cc3)C2)c2nn(-c3ccccc3)c(C)c12 (stereo unspecified)	9	9	29	-322	14	-11	-7	-9
O=C1C2C3C=CC(CC3)C2C(=O)N1c1ccc(F)cc1 (stereo unspecified)	1	6	3	25	1	-8	-4	15
Cc1ccc(C(=O)COC(=O)c2ccc3c(c2)C(=O)N(c2cccc4ncccc24)C3=O)cc1C	3	0	19	20	-3	1	9	3
COc1ccc(C(=O)NCCc2c[nH]c3ccccc23)cc1S(=O)(=O)N1CCCCC1C (stereo unspecified)	-2	-4	22	9	1	-7	-10	-4
C[C@H](NS(=O)(=O)c1ccc2c(c1)OCCCO2)C(=O)N1CCN(Cc2ccc(C#N)cc2)CC1	0	1	-1	-4	4	3	-10	-12
c1ccc(OCc2nc3ccccc3[nH]2)cc1	0	54*	8	9	-1	31	-6	61*

SENP6 block: entries above that show a hit.
Compound,SENP1 inh,SENP7 block,UBC13 inh,A3G deaminase,SENP6 block
c1ccc(OCc2nc3ccccc3[nH]2)cc1,0,54*,-1,-6,61*

More structures follow.
SMILES	SENP1 inh	SENP7 block	Apaf-1 inh	SENP8 block-1	UBC13 inh	SENP8 block-2	A3G deaminase	SENP6 block
O=C(O)c1cc([N+](=O)[O-])c(Sc2nc3ccccc3[nH]2)c([N+](=O)[O-])c1	1	7	2	18	1	-2	-8	-1
Cc1ccn2c(NCc3ccccc3)c(-c3cccs3)nc2c1	-23	-11	17	-415	0	-4	-9	1
Cc1ccc(C(=O)Nc2ccccc2C(=O)O)cc1S(=O)(=O)Nc1ccc(Br)cc1	-11	1	2	0	-9	19	-1	31
COc1ccc(OC)c(NC(=O)c2cc(S(=O)(=O)NCc3ccco3)ccc2F)c1	2	-11	-8	12	39	-2	-2	-2
CCOc1ccc(-c2cc(NC(=O)c3c(F)cccc3F)c(C(=O)O)s2)cc1	-7	-13	18	-41	-16	-8	-8	1
Cc1cc(NC(=O)COc2ccccc2C(N)=O)no1	1	-1	-10	0	13	-7	-6	5
O=C(N/N=C/c1c[nH]c2ccccc12)c1cc(-c2ccc(-c3ccccc3)cc2)n[nH]1	-4	-7	10	-93	-9	-10	-3	-2
COc1ccc(-c2nnc(NC(=O)C(C)C)o2)cc1	2	-8	7	19	5	0	-6	-6
Nc1c(C(=O)O)sc2nc(-c3ccc(F)cc3)cc(-c3ccccc3)c12	-34	4	-8	-207	13	2	-10	17
COc1cccc(OC)c1C(=O)Nc1cccc(-c2nc3ccccc3[nH]2)c1	0	0	-9	-9	4	-2	-3	-1
O=C(Cc1ccc([N+](=O)[O-])cc1)NCC1CCCO1 (stereo unspecified)	2	-6	-5	5	18	-3	-13	-4
Cc1c(NC(=S)NC(=O)c2ccco2)cccc1-c1nc2ncccc2o1	1	-9	4	2	-14	-6	-3	-24
Cc1occc(=O)c1OCc1c(F)cccc1Cl	1	-2	12	12	-3	-8	-7	8
S=C(NCCCN1CCOCC1)N(Cc1ccccc1)Cc1ccccc1	1	4	4	27	5	7	-8	6
COc1cccc(C(=O)Nc2c3c(nc4c2CCC4)CCCC3)c1	1	-2	2	21	3	3	-8	5
CNC(=S)N(CCc1c(C)[nH]c2ccc(Cl)cc12)Cc1cc(OC)c(OC)c(OC)c1	-2	2	14	17	20	-4	-4	2
O=C(C1=C[C@H](c2csc3ccccc23)C[C@H](OCc2ccc(CO)cc2)O1)N1CCN(Cc2ccccc2)CC1	-7	6	23	-2	-4	5	8	7
CC(C)c1ccc(NC(=O)Nc2cnccn2)cc1	0	6	10	-2	-3	3	-3	24
Cc1cc(S(=O)(=O)Nc2ccc(C(=O)NCC(c3ccco3)N(C)C)cc2)ccc1F (stereo unspecified)	-4	2	1	4	-2	6	-6	5
COc1ccc(NC(=O)c2cccc(N3C(=O)c4ccc(C(=O)Nc5ccc(OC)c(O)c5)cc4C3=O)c2)cc1O	3	-8	-5	14	-3	5	1	4
Clc1ccc(Cl)c(-c2nc(-c3ccncc3)no2)c1	1	-1	-4	16	-3	1	-7	2
O=C(CNC(=O)c1cnccc1C(F)(F)F)c1cccc(Cl)c1	2	-5	2	5	-7	-5	6	-11
CC(C)Cn1c(=O)[nH]c(=O)c2c(C(F)(F)F)cc(-c3ccccc3)nc21	0	6	10	-433	-5	-9	-3	-13
CC1=C(C(=O)OCC(Br)(Br)Br)C(c2cccc([N+](=O)[O-])c2)NC(=O)N1CCCC(=O)O (stereo unspecified)	2	-14	13	20	-16	-17	-12	-16
CCOc1ccc(-c2[nH]nc3c2C(c2ccc4c(c2)OCO4)C(C#N)=C(N)O3)cc1OC (stereo unspecified)	-2	-2	18	9	-2	0	1	-10
Cc1cc(NC(=O)[C@H](C)NC(=O)c2ccco2)ccc1Br	2	-8	8	13	-6	-9	-6	12
CC1=NN(C(=O)c2ccccc2-n2cccc2)C(O)(C(F)(F)F)C1 (stereo unspecified)	0	-11	0	20	-6	-14	-9	-21
O=C(c1cc(Cl)ccc1O)N1CCN(S(=O)(=O)c2cccs2)CC1	0	-1	2	-11	-10	5	-9	-16
COc1ccccc1CNC(=O)COC(=O)c1nc(Cl)ccc1Cl	0	-9	1	-5	-5	-12	-5	-4
CCOc1ccc(OCCCC(=O)NCCc2ccc(OC)cc2)cc1	-1	-1	-2	-1	-10	1	5	-2

Compounds above that contain a nitro group on carbon:
SMILES	SENP1 inh	SENP7 block	Apaf-1 inh	SENP8 block-1	UBC13 inh	SENP8 block-2	A3G deaminase	SENP6 block
O=C(O)c1cc([N+](=O)[O-])c(Sc2nc3ccccc3[nH]2)c([N+](=O)[O-])c1	1	7	2	18	1	-2	-8	-1
O=C(Cc1ccc([N+](=O)[O-])cc1)NCC1CCCO1 (stereo unspecified)	2	-6	-5	5	18	-3	-13	-4
CC1=C(C(=O)OCC(Br)(Br)Br)C(c2cccc([N+](=O)[O-])c2)NC(=O)N1CCCC(=O)O (stereo unspecified)	2	-14	13	20	-16	-17	-12	-16

(list continues)
SMILES	SENP1 inh	SENP7 block	Apaf-1 inh	SENP8 block-1	UBC13 inh	SENP8 block-2	A3G deaminase	SENP6 block
Cc1c(C(=O)OCC(=O)N(CCC#N)c2ccccc2)oc2c1ccc1ccccc12	-1	4	30	-200	4	5	-5	5
CCN1C(=O)/C(=C/c2cccs2)S/C1=N\S(=O)(=O)c1ccc(C)cc1	-3	-4	-2	7	-21	-14	-5	-15
CC(Cc1ccccn1)NC(=O)c1ccc(OC2CCN(CCc3ccccc3)CC2)cc1 (stereo unspecified)	-5	-2	4	2	-4	1	-2	7
O=C(O)c1ccccc1C(=O)NC1Cc2ccccc2C1	1	-9	-22	-6	4	-10	-6	-12
Cc1nnc(NCCc2ccccc2)[nH]c1=O	1	-4	-5	16	0	6	-11	-3
Cc1cc(C)cc(N(CC(=O)NCc2ccco2)C(=O)c2snc(C(N)=O)c2N)c1	-11	10	-2	-281	3	-6	-5	-15
NC(=O)CC(NC(=O)c1ccccc1)c1ccc(NC2CCCC2)c([N+](=O)[O-])c1 (stereo unspecified)	6	3	-3	41*	-78	4	-7	3
CCC(CC)NC(=O)Nc1ccc(C)cc1	1	7	-15	10	-3	-2	-2	4
CCCCn1ccnc1C(=O)c1ccc(S(=O)(=O)N2CCCC2)cc1	1	2	-15	31	9	5	-4	14
Nc1nc(N)c2ncc(C(=O)CCc3ccccc3)nc2n1	-30	-5	3	-261	-24	-12	10	-10
COC(=O)c1cccc(NC(=O)c2cccc(N3C(=O)CCC3=O)c2)c1	1	-3	-8	2	3	9	-9	-12
COc1ccc(NS(=O)(=O)c2c(F)cccc2F)cc1S(=O)(=O)N1CCOCC1	-3	-4	-6	10	-3	6	-9	-6
CNS(=O)(=O)c1ccc(C(=O)NCC(=O)NCCc2ccc3c(c2)OCCO3)cc1	2	0	-1	4	-8	-10	-1	-29
COc1cccc(NC(=O)CN(C)C(=O)C2CCN(C(=O)c3ccccc3C)CC2)c1	2	12	18	20	-2	-2	-9	-6
CN1CCC(N(C)C(=O)c2ccc(Cl)c(S(=O)(=O)N3CCCCC3)c2)CC1	0	2	-7	8	7	-2	-9	1
Cc1cccc(CC(=O)N2CCOCC2)c1	2	5	-8	12	5	4	-7	12
C=CCn1c(SCC(=O)NCc2ccco2)nc2ccccc2c1=O	0	-1	2	13	3	-4	-3	2
COc1ccccc1N(CC(O)COc1ccc(C)cc1)S(=O)(=O)c1ccccc1 (stereo unspecified)	2	3	7	11	1	3	-6	-3
COc1cccc(C2c3[nH]c4ccccc4c3CCN2Cc2cnn(C)c2)c1 (stereo unspecified)	-88	4	-22	-305	20	4	-7	-6
CCCn1c(SCC(=O)Nc2nc3c(s2)CCCC3)nc2c1c(=O)n(C)c(=O)n2C	1	2	24	6	-3	5	-2	-4
c1ccc(OCCCN2CCCC2)cc1	0	-4	-17	7	5	3	-3	1
COc1ccc(NC(=O)COC(=O)C(CC(C)C)N2C(=O)C3CC=CCC3C2=O)cc1Cl (stereo unspecified)	-1	2	6	1	36	0	-2	27
CN(C)c1cccc(-c2nnc(SCCCC#N)o2)c1	-1	-5	0	-298	10	-8	-3	-17
CC(=O)Nc1ccc(S(=O)(=O)Nc2nccc(C3Cc4ccccc4C(=O)O3)n2)cc1 (stereo unspecified)	0	0	-9	-21	2	2	-10	-12
CC(OC(=O)c1nc(Cl)ccc1Cl)C(=O)NC1CCCCC1C (stereo unspecified)	0	0	-9	12	10	3	-6	0
COc1ccc(Cl)cc1/C=C(\C#N)C(N)=O	0	3	5	-40	6	-2	6	2
CCC(C)NC(=O)C1CCN(S(=O)(=O)c2ccc(OC)cc2)CC1 (stereo unspecified)	1	-4	-3	9	9	-5	0	-10
Cc1ccc(NC(=O)c2c(-c3ccccc3Cl)noc2C)nc1	0	-4	-16	4	6	-7	-4	-16
COc1ccc(CC(=O)OCC(=O)c2ccc(S(=O)(=O)N3CCCCC3)cc2)cc1	1	-2	6	-95	2	-6	-1	-5
Cc1cccc(C(=O)NC(NCCc2ccccc2)C(Cl)(Cl)Cl)c1 (stereo unspecified)	4	4	17	22	-4	3	1	7
Cc1ccc(C)c(NC(=O)CN(C)C(=O)c2ccc(-n3cncn3)c([N+](=O)[O-])c2)c1	4	6	-5	18	-3	9	69*	-4
N#CC(c1ccccc1O)N1N=C(c2ccccc2)CC1c1ccccc1 (stereo unspecified)	-2	35	1	-36	-3	27	-5	0
O=C1CCCC/C1=N\Nc1ccc(C2CCCCC2)cc1	nt	-4	2	nt	-3	0	-5	5
COc1cccc(/C=C/C(=O)Nc2cc(S(=O)(=O)N3CCOCC3)ccc2OC)c1	1	-1	11	-8	2	10	2	4

Screening results from PubChem BioAssay.
